GRK2 aptamer HTS = blocks RNA aptamer binding to human GRK2. P25098. bead flow cytometry, FAM-aptamer displacement from GRK2. inhibition of aptamer binding, % at 10 µM. hit rate 0.59% among 330,000. AID 488847;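 active means inhibition of aptamer binding above 40%, roughly 3 SD of noise, on plates passing a quality check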;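 further: median bead fluorescence of bound FAM aptamer so fluorescent compounds give negative values; no value below 0 was filed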
Target sequence (P25098 whole entry, looked up): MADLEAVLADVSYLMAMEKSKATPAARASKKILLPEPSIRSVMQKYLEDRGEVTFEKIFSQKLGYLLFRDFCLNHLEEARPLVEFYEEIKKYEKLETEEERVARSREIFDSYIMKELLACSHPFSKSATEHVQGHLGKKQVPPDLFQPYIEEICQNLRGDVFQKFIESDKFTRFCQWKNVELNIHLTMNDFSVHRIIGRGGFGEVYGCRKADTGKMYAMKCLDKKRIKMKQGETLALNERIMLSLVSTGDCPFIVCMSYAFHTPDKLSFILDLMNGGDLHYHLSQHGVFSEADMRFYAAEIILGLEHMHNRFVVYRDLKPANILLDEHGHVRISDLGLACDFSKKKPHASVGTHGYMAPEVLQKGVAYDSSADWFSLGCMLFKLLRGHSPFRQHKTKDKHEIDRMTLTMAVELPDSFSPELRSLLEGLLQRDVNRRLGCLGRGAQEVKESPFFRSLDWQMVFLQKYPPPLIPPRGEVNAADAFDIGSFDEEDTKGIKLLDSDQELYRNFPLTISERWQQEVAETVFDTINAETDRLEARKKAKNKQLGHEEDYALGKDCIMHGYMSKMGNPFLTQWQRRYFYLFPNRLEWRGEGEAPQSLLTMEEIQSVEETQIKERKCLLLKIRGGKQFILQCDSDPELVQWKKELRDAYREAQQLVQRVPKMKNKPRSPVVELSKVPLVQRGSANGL
RPL19A-GFP yeast = yeast TOR pathway RPL19A-GFP modulation; percent response vs DMSO, % at 10 µM; S. cerevisiae RPL19A-GFP strain, flow cytometry, 3 h; hits give low values; hit rate 0.3% among 330,000; AID 2025;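 active means percent response vs DMSO below 50%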;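 further: median channel GFP fluorescence of the barcoded RPL19A-GFP strain; ratio of sample median GFP to plate DMSO average so 100% = DMSO; lower means less RPL19A-GFP as with rapamycin TOR inhibition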
CIT2 TOR yeast = alters CIT2-GFP fluorescence in TOR pathway yeast screen; GFP response vs DMSO, % at 10 µM; hit rate 0.065% among 320,000; S. cerevisiae CIT2-GFP strain, flow cytometry, 3 h; 100 means same as DMSO wells;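 active means GFP response relative to DMSO above a set limit, near the screen mean plus 3 SD, cut at about 150% in these data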;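 further: ratio of well median GFP fluorescence to mean of DMSO wells on the plate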
MEP2-GFP yeast = yeast TOR pathway MEP2-GFP modulation; hit rate 0.51% among 330,000; AID 2016; S. cerevisiae MEP2-GFP strain, flow cytometry GFP, 3 h; 100% = DMSO control level; GFP response vs DMSO, % at 10 µM;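 active means GFP response versus DMSO above a set limit, roughly screen mean plus 3 SD, cut at about 180% in these data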;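 further: median GFP fluorescence of the barcode-gated MEP2-GFP cells per well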
LAP4-GFP MLPCN = yeast TOR pathway LAP4-GFP modulation; S. cerevisiae LAP4-GFP multiplex, flow cytometry GFP, 3 h; median GFP as percent of DMSO wells; GFP response vs DMSO, % at 10 µM; hit rate 0.34% among 320,000; AID 2023;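 active means GFP response vs DMSO above a set limit, about the screen mean plus 3 SD, cut at about 150% in these data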
AGP1-GFP MLPCN = alters AGP1-GFP fluorescence in TOR pathway yeast screen. S. cerevisiae AGP1-GFP multiplex flow cytometry, 3 h; GFP as percent of DMSO wells. GFP response vs DMSO, % at 10 µM. hit rate 0.02% among 320,000;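 active means GFP response relative to DMSO above a set limit, near screen average plus 3 SD, cut at about 150% in these data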;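 further: median GFP channel fluorescence of the gated AGP1 strain per well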
VLA-4 inh = inhibition in a human VLA-4 binding assay | VLA-4 expressing cells, ligand binding flow cytometry | inhibition, % (about 7 µM as worked out from the volumes in the protocol) | hit rate 0.2% among 330,000; in the data active means inhibition above about 50%
CR mimetic SO = lowers age-related superoxide in aged yeast cells; S. cerevisiae aged cells, superoxide DHE fluorescence; hits give low values; superoxide response (% of plate mean), % at 10 µM; hit rate 0.18% among 330,000; AID 2690;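 active means superoxide response under a set limit, about three screen SD below normal, cut at about 65% in these data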;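 further: yeast aged for seven days with compound at 30 °C before DHE staining; 100% = average MFI of all compound-treated wells on the plate with controls excluded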
* hit, by the source's call; . = not tested or not shown.

SMILES	GRK2 aptamer HTS	RPL19A-GFP yeast	CIT2 TOR yeast	MEP2-GFP yeast	LAP4-GFP MLPCN	AGP1-GFP MLPCN	VLA-4 inh	CR mimetic SO
Cc1cccc(NC(=O)c2cc(S(=O)(=O)N3CCc4ccccc43)cn2C)c1C	1.0	97.3	92.7	98.5	98.0	97.9	13.3	106.6
COc1ccc(OC)c(NC(=O)C2CCCN(S(=O)(=O)c3cccc4nsnc34)C2)c1 (stereo unspecified)	0.0	98.8	96.4	97.5	102.1	98.5	-1.1	99.4
O=C(/C=C/c1ccccc1[N+](=O)[O-])c1ccccc1Br	0.0	97.1	83.4	103.9	156.2*	92.1	23.6	103.6
CC1CCCC(NC(=O)C2CCN(S(=O)(=O)N3CCOCC3)CC2)C1C (stereo unspecified)	2.0	.	110.2	105.4	103.7	105.7	7.5	105.8
CN(CC(=O)Nc1ccccc1C(F)(F)F)C(=O)CSCc1ccc(Cl)c(Cl)c1	3.0	109.1	110.6	114.2	112.2	111.4	30.6	105.7
O=C(O)CCC(=O)N1N=C(c2ccc(Br)cc2)CC1c1cccs1 (stereo unspecified)	1.0	101.5	96.6	99.4	98.8	98.7	-7.2	126.8
CCc1cc(-c2nnc(SCC(=O)NC3CC3)n2C)cs1	2.0	95.7	100.6	94.8	94.4	100.7	-7.2	108.5
O=C(CN1C(=O)/C(=C\c2cccc(Cl)c2)Sc2ccccc21)NCCCN1CCOCC1	2.0	99.3	89.8	98.7	103.1	95.3	13.5	120.7
CN(CC(=O)Nc1cc(S(=O)(=O)N2CCOCC2)ccc1Cl)C1CCS(=O)(=O)C1 (stereo unspecified)	3.0	103.9	88.7	109.4	103.5	101.4	4.7	115.9
Cc1cc(C(C)(C)C)oc1C(=O)Nc1ccc(CC(=O)O)cc1	3.0	97.3	107.3	103.4	115.8	100.3	13.9	97.5
CCOc1ccc2c(c1)C(c1ccc(C)o1)=NNC(c1ccncc1)=N2	0.0	96.3	91.0	92.8	115.3	93.0	10.6	95.2
Cc1ccc(NC(=O)OCc2cncs2)cc1	2.0	101.6	94.7	100.1	96.2	100.5	52.5*	89.6
COc1ccc(OC)c(NC(=O)Cn2c(CCC(=O)O)ccc2-c2ccccc2)c1	6.0	108.2	106.8	112.1	102.2	101.0	10.1	115.3
O=C(N/N=C\C=C\c1ccc2c(c1)OCO2)C1COc2ccccc2O1 (stereo unspecified)	0.0	103.4	103.5	103.8	99.1	98.4	5.9	103.2
COc1ccc([C@H]2CC(=O)C=C(c3cc(Br)ccc3OC)C2)cc1	1.0	95.6	90.4	90.1	88.1	96.6	31.7	109.2
C=C(C)C(=O)Nc1cccc(C2=NOC3(C2)C[C@@H](C(N)=O)N(C(=O)/C=C/CC)C3)c1 (stereo partly specified)	61.0*	95.0	73.0	95.5	128.0	83.5	22.0	92.2
Cc1cccc(C(=O)Nc2c(C#N)c(C)c(C)n2Cc2ccccc2)c1	1.0	92.7	91.0	94.2	94.1	95.9	2.8	92.5
O=C(c1ccco1)c1cn[nH]c1-c1ccc(Cl)cc1O	0.0	85.5	81.9	88.2	87.3	84.7	6.3	111.5
Cc1cccc(NC(=O)CN(C)S(=O)(=O)c2ccc(Cl)cc2)n1	0.0	110.1	102.1	107.9	103.9	108.7	6.5	90.7
Cc1cc(NC(=O)COC(=O)c2cc3c(s2)CCC(C)C3)no1 (stereo unspecified)	0.0	98.0	100.6	95.9	104.1	103.0	-0.9	107.9

Molecules above that have a furan ring, fused or not (3):
SMILES	GRK2 aptamer HTS	RPL19A-GFP yeast	CIT2 TOR yeast	MEP2-GFP yeast	LAP4-GFP MLPCN	AGP1-GFP MLPCN	VLA-4 inh	CR mimetic SO
Cc1cc(C(C)(C)C)oc1C(=O)Nc1ccc(CC(=O)O)cc1	3.0	97.3	107.3	103.4	115.8	100.3	13.9	97.5
CCOc1ccc2c(c1)C(c1ccc(C)o1)=NNC(c1ccncc1)=N2	0.0	96.3	91.0	92.8	115.3	93.0	10.6	95.2
O=C(c1ccco1)c1cn[nH]c1-c1ccc(Cl)cc1O	0.0	85.5	81.9	88.2	87.3	84.7	6.3	111.5

(list continues)
SMILES	GRK2 aptamer HTS	RPL19A-GFP yeast	CIT2 TOR yeast	MEP2-GFP yeast	LAP4-GFP MLPCN	AGP1-GFP MLPCN	VLA-4 inh	CR mimetic SO
CN(c1ccccc1)S(=O)(=O)c1ccc2[nH]c(=O)oc2c1	1.0	109.4	102.6	107.9	97.6	105.3	-5.5	98.0
O=C(CN1CCC(NC(=O)C2CCCCC2)CC1)NCc1ccco1	3.0	83.0	90.7	95.4	87.8	87.5	-0.7	93.5
CC(C)(C)SC(=O)CC1NS(=O)(=O)OC2CCCCC12 (stereo unspecified)	2.0	93.9	83.0	91.7	126.9	84.7	22.6	104.4
COc1ccccc1Nc1nc(-c2ccc([N+](=O)[O-])cc2)nc2ccccc12	0.0	99.8	113.2	104.4	101.0	101.4	-8.4	94.7
CC1Sc2ccc(S(=O)(=O)CCC(=O)Nc3ccccc3Cl)cc2NC1=O (stereo unspecified)	6.0	103.8	98.9	107.7	108.2	105.2	1.9	102.0
C=CCOc1c(OC)cc(Cl)cc1C1NC(=O)NC(C)=C1C(C)=O (stereo unspecified)	2.0	100.4	102.2	100.2	104.3	99.9	-3.6	99.2
Cc1ccc(NC(=S)c2ccc3ccccc3n2)c(C)c1	2.0	104.2	112.0	103.2	113.2	110.4	-7.7	103.7
CCn1c(-c2cccs2)nc2ccccc21	2.0	89.6	84.8	91.8	89.0	86.3	12.7	102.1
C/C(=N\NC(=O)c1cccnc1)c1ccc(OC2OCCOC2Oc2ccc(/C(C)=N/NC(=O)c3cccnc3)cc2)cc1 (stereo unspecified)	0.0	95.8	.	104.6	96.7	101.4	3.6	99.0
O=C(N/C(=C\c1ccc(F)cc1)C(=O)N1CCOCC1)c1ccccc1	1.0	99.3	95.8	99.5	91.8	95.7	9.5	85.9
Cc1cc(C)c(S(=O)(=O)Nc2ccc(OCC(=O)O)cc2)c(C)c1	0.0	100.9	94.0	110.9	111.5	104.7	10.1	103.9
CCN(CC)S(=O)(=O)c1cccc(NC(=O)c2cc3ccccc3o2)c1	0.0	94.5	93.3	107.6	92.2	90.0	10.6	106.8
O=C(CCNc1cccc(F)c1)c1cccc([N+](=O)[O-])c1	0.0	98.9	107.3	105.2	123.6	100.7	7.7	103.4
C=CCNC(=O)c1ccccc1S(=O)c1ccccc1C#N (stereo unspecified)	0.0	102.7	120.1	111.4	112.4	103.4	-2.0	82.0
COC(=O)Cn1c(CN2CCN(C(=O)c3ccco3)CC2)nc2c1c(=O)n(C)c(=O)n2C	3.0	106.2	101.8	104.7	96.1	104.2	21.7	99.7
COC1CCN(C(=O)C2CCC(=O)N(CCc3cccc(F)c3)C2)CC1 (stereo unspecified)	0.0	99.0	102.6	99.9	100.1	100.8	5.5	107.4
CCN(CC)C(=O)Nc1ccc(Br)cc1	0.0	98.7	99.2	94.4	98.6	99.8	1.1	100.1
CCCOc1cccc(C2C(C(=O)c3ccco3)=C(O)C(=O)N2CCN(CC)CC)c1 (stereo unspecified)	2.0	94.7	100.2	102.9	97.7	96.5	-7.8	95.5
CCc1c(C)[nH]c(=S)c(C#N)c1C	0.0	103.4	102.5	104.9	97.0	102.8	0.9	89.5
COc1cc(NC(=S)Nc2ccc3c(c2)OCCO3)cc(OC)c1OC	0.0	100.1	96.4	97.6	109.5	108.0	13.5	112.9
Cc1c(C(=O)N2CCN(c3ccccc3)CC2)sc2ncnc(N3CCC(C)CC3)c12	0.0	101.3	105.9	99.4	97.8	107.1	-3.3	83.3
Clc1cccc(CSc2nnc(-c3ccccn3)n2Cc2ccco2)c1	3.0	96.5	89.0	99.0	91.4	89.6	5.2	113.0
S=c1[nH]nc(C2CC2c2ccc(Cl)cc2)n1-c1ccc(Cl)cc1 (stereo unspecified)	3.0	98.7	96.6	101.8	93.5	99.5	10.3	106.7
Cc1ccc(S(=O)(=O)CC(=O)N2CCN(c3ccc([N+](=O)[O-])cc3)CC2)cc1	4.0	94.0	95.4	92.8	104.3	96.5	7.0	113.5
CCOc1ccc(NC(=O)c2ccc3c(c2)OCCO3)cc1S(=O)(=O)N(CC)CC	2.0	98.6	102.8	93.1	93.1	97.1	0.5	85.1
CC1(C)[C@@H](O)CC[C@]2(C)C3C(O)C=C4[C@H]5C[C@@](C)(CO)CC[C@]5(C)CC[C@]4(C)[C@]3(C)CC[C@@H]12 (stereo partly specified)	0.0	90.4	76.0	98.9	127.0	97.2	45.0	87.3
CC(Oc1ccc(Br)cc1)C(=O)NCc1ccccn1 (stereo unspecified)	0.0	90.8	91.9	95.9	99.5	98.4	-6.1	91.8
Nn1c(SCC(=O)NNC(=O)c2ccccc2)nnc1-c1ccccc1F	1.0	97.7	95.8	102.0	102.6	103.4	1.4	96.4
CN(C)c1cccc(/C=C(\C#N)c2ccccc2)c1	0.0	91.8	86.1	91.5	86.9	82.9	-2.9	113.4
CSC1=NC2C(N1)N(C)C(=O)N2C (stereo unspecified)	4.0	102.3	117.5	103.7	102.5	112.4	-14.0	112.6
Cn1c(C(=O)NCCCN2CCOCC2)cc2c(=O)n(C)c3ccccc3c21	0.0	101.4	119.9	106.9	104.8	108.4	-17.9	106.0
CCOC(=O)N1CCC(NC(=O)CC(NS(=O)(=O)c2ccc(Cl)cc2)c2ccco2)CC1 (stereo unspecified)	0.0	95.2	102.5	109.2	99.6	103.6	-4.7	84.4
COc1ccc(-c2sc3cc4c(cc3c2C#CC2(O)CCCCC2)OCO4)cc1	0.0	95.5	101.4	99.2	101.0	97.7	12.5	92.2
Cc1ccccc1CN(c1ccc(C(=O)N2CCCC2)cc1)S(C)(=O)=O	2.0	94.5	105.8	93.0	87.6	96.6	10.1	96.5
N#Cc1nc(-c2ccccc2F)oc1N1CCCC1	1.0	102.7	109.4	104.2	100.7	.	-7.3	78.6
CCOc1cc(CN2CCc3c([nH]c4ccccc34)C2)ccc1OC	3.0	102.1	107.0	101.0	97.0	100.7	2.2	103.4
COc1ccc(C(=O)NCc2oc(-c3ccccc3)cc2C(=O)O)cc1	0.0	98.1	90.8	97.2	94.5	96.8	15.8	93.1
CCCCN(CC)C(=O)Cc1c(C(=O)O)[nH]c2ccc(Cl)cc12	0.0	100.0	102.7	99.2	92.7	101.8	4.8	88.8
Fc1ccccc1-c1cc2cc3c(cc2cn1)OCO3	1.0	101.2	88.1	103.6	100.4	91.3	0.9	100.2
COc1ccccc1NC(=O)c1csc2c1CCC(C)C2 (stereo unspecified)	1.0	98.2	83.8	104.1	128.9	96.3	35.4	92.7
C=CCCCCc1nc2ccccc2c(=O)n1N	3.0	92.8	87.3	101.1	83.8	85.7	1.8	115.6
Cc1sc2ncnc(SCC(=O)NC(=O)NCc3ccco3)c2c1C	0.0	99.7	96.4	105.5	104.1	101.9	6.0	99.3
COC(=O)N1C(=O)[C@@](c2ccccc2)(C2CCCCC2)N1C(=O)OC	5.0	92.3	61.8	88.8	125.6	81.8	-0.6	96.5
COc1ccccc1NC(=O)Cn1nnc(-c2ccccc2NC(=O)c2cc3ccccc3oc2=O)n1	3.0	95.2	96.9	101.4	94.3	99.2	-5.3	115.6
CCc1cc(C(=O)c2ccc(OC)cc2)c(NC(=O)CN2CCCCC2)s1	0.0	95.5	106.2	97.5	112.3	101.3	-1.7	97.3
Cc1cccc(N2C(=O)CN=C2Nc2nc(C)cc(C)n2)c1	0.0	105.7	110.2	100.8	91.5	.	8.3	100.5

Screening data: PubChem, NMMLSC
